Source: PubChem
MCL1-BIM inh – disrupts human MCL1 binding to BIM-BH3 peptide | AID 2057 | 320,000 compounds, 0.68% hits | GST-MCL1 / FITC-Bim-BH3 fluorescence polarization | inhibition, % at 10.9 µM | Q07820;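 active = inhibition above the mean inhibition of all tested compounds plus 3 SD, set per campaign, cut at about 40% in these data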;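 note: 0% = DMSO wells and 100% = unlabeled Bim-BH3 peptide control; higher means more loss of mP so more displacement of Bim peptide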
MEX-5 binding – C. elegans MEX-5 TCR-2 RNA binding activity; activity score (negative = inhibition of binding), % at 10 µM; 300,000 compounds, 0.38% hits; MEX-5/FITC-TCR2 RNA binding, fluorescence polarization; hits give low values; AID 1832; Q9XUB2;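 active = inhibition past about -25% in most replicates, and total fluorescence under double the plate's negative control median, limit read from the data; inconclusive = replicates evenly split on the limit, or fluorescence at least double controls; inactive = too little inhibition in most replicates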;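 note: 0% = DMSO and -100% = 5 µM competing unlabeled TCR2 RNA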
Fam108B inh – blocks mouse Fam108B hydrolase in RBBP9 counter-screen; recombinant Fam108B, FP-Rh probe fluorescence polarization; inhibition, % at 9.51 µM; 300,000 compounds, 0.33% hits; AID 1947;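 active = inhibition above the screen mean inhibition plus 3 SD, computed separately per campaign, cut at about 18% in these data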;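 note: inhibitors lower polarization as less probe binds the enzyme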
CIT2 TOR yeast – modulators of TOR pathway CIT2-GFP in S. cerevisiae; 320,000 compounds, 0.065% hits; S. cerevisiae CIT2-GFP strain, flow cytometry, 3 h; 100 means same as DMSO wells; GFP response vs DMSO, % at 10 µM;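 active = GFP response relative to DMSO above a set limit, near the screen mean plus 3 SD, cut at about 150% in these data; inconclusive = Fewer than 70 cells measured for a yeast strain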;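 note: ratio of well median GFP fluorescence to mean of DMSO wells on the plate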
GLD-1 RNA inh – GLD-1-TGE RNA interaction inhibition (C. elegans); 320,000 compounds, 0.44% hits; inhibition, % at 5.96 µM; Q17339; purified GLD-1 + fluorescein TGE RNA, fluorescence polarization;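 active = percent inhibition above a per-plate cutoff, the plate mean of test compounds plus 3 SD, cut at about 30% in these data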;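 note: 0% = DMSO wells with GLD-1 and probe and 100% = wells lacking GLD-1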
BCLXL inh – blocks human Bcl-xL binding to Bim BH3 peptide. GST-Bcl-xL / FITC-Bim BH3 peptide fluorescence polarization. inhibition, % at 10.9 µM. 320,000 compounds, 0.7% hits;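 active = inhibition above the mean of all tested compounds plus 3 SD, cutoff set per campaign, cut at about 30% in these data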;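 note: 0% = DMSO wells and 100% = unlabeled Bim-BH3 peptide competitor; inhibitors lower millipolarization by displacing the labeled peptide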
GRK2 aptamer HTS – blocks RNA aptamer binding to human GRK2; bead flow cytometry, FAM-aptamer displacement from GRK2; AID 488847; inhibition of aptamer binding, % at 10 µM; 330,000 compounds, 0.59% hits; P25098;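 active = inhibition of aptamer binding above 40%, roughly 3 SD of noise, on plates passing a quality check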;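 note: median bead fluorescence of bound FAM aptamer so fluorescent compounds give negative values; no value below 0 was filed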
AGP1-GFP MLPCN – yeast TOR pathway AGP1-GFP modulation. S. cerevisiae AGP1-GFP multiplex flow cytometry, 3 h; GFP as percent of DMSO wells. 320,000 compounds, 0.02% hits. GFP response vs DMSO, % at 10 µM. AID 2066;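 active = GFP response relative to DMSO above a set limit, near screen average plus 3 SD, cut at about 150% in these data; inconclusive = fewer than 70 cells counted for the yeast strain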;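 note: median GFP channel fluorescence of the gated AGP1 strain per well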
VLA-4 inh – inhibition in a human VLA-4 binding assay. P13612. VLA-4 expressing cells, ligand binding flow cytometry. inhibition, % (about 7 µM as worked out from the volumes in the protocol). 330,000 compounds, 0.2% hits. AID 2557; in the data active = inhibition above about 50%
Target sequence (P13612 whole entry, looked up): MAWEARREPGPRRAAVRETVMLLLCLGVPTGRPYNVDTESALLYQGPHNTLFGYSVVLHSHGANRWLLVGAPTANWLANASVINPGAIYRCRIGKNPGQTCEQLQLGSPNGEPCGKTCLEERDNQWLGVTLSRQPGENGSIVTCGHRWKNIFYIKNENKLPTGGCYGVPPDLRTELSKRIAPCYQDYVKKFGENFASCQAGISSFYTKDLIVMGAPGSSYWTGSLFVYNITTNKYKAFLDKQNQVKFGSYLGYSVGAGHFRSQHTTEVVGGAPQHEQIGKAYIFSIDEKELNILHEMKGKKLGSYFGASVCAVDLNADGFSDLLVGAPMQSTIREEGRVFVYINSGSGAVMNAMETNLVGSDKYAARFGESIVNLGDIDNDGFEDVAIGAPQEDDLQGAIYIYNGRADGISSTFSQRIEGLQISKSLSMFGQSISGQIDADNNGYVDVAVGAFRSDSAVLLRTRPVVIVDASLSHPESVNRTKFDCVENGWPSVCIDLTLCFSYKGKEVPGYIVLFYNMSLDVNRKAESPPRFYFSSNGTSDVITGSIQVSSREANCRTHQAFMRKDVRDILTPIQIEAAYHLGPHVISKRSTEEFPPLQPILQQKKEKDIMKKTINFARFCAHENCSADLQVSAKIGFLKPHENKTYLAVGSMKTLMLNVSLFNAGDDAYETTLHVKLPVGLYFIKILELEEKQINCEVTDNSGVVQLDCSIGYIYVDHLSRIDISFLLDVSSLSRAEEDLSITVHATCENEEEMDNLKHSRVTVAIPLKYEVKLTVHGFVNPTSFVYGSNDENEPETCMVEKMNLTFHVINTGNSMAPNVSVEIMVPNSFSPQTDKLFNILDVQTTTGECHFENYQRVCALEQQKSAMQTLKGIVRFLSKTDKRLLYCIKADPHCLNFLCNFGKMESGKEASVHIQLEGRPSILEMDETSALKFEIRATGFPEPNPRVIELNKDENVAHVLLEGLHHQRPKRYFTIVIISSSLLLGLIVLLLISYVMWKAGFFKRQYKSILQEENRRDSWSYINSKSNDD
Starred values were filed as active, the others as inactive; ? = inconclusive; / = no result given. An unsorted share of the library. Share with any hit: about 2.2%.

SMILES	MCL1-BIM inh	MEX-5 binding	Fam108B inh	CIT2 TOR yeast	GLD-1 RNA inh	BCLXL inh	GRK2 aptamer HTS	AGP1-GFP MLPCN	VLA-4 inh
Cc1cccc(C(=O)Nc2ccccc2N2CCN(c3ccc(F)cc3)CC2)c1	-5	0.9	7	87	6	2	10	102	1
CCOc1ccc(S(=O)(=O)N2CCOCC2)cc1NC(=O)c1ccccc1F	5	3.4	-7	98	-4	0	1	95	7
O=C(COc1ccccc1)Nc1ccccc1N1CCN(c2ccc(F)cc2)CC1	-2	0.8	-1	91	-6	2	0	91	0
CC(C)CN(C(=O)CSc1nncn1-c1ccccc1)c1c(N)n(CC(C)C)c(=O)[nH]c1=O	-11	0.1	-2	95	-2	-5	2	97	9
CCOc1ccc(S(=O)(=O)Nc2cccc(C(=O)NCC(c3ccco3)N(C)C)c2)cc1 (stereo unspecified)	-1	1.0	-2	84	2	1	1	92	7
Cn1c(C(O)c2ccccc2)nc(Cl)c1Cl (stereo unspecified)	3	-1.3	1	98	8	4	0	96	17
CCOC(=O)c1ccc2nc(C)c(CC)c(Cl)c2c1	4	0.2	8	98	-3	9	0	98	-42
CCCc1nn(C)c2c(=O)[nH]c(-c3cc(S(N)(=O)=O)ccc3OCC)nc12	/	-1.7	/	96	/	/	0	98	1
COc1cccc(-c2ncc3ccccc3c2COC(=O)c2cccc(Br)c2)c1	-4	/	/	81	2	0	0	101	-3
CCOCCCN1CN(Cc2ccco2)CNC1=S	1	-0.1	-4	98	1	6	0	96	9
CCOC(=O)N1CCN(C(=O)CCNS(=O)(=O)c2ccc3c(c2)c(=O)n(C)c(=O)n3C)CC1	4	3.0	1	97	2	6	0	96	-8
COC(=O)C(C)Sc1nc2c([nH]c3ccccc32)c(=O)n1C (stereo unspecified)	-4	0.5	3	93	2	-14	2	98	7
O=C(O)c1ccccc1C(=O)N(c1ccccc1)c1ccccc1	1	-0.2	0	102	-3	5	0	113	0
COc1c(Cl)cc(Cl)cc1C(=O)Nc1ccc(CN2CCCCC2)cc1	-1	-0.8	2	99	0	1	0	105	12
CCCn1c(-c2ccccc2)nc2c(=O)n(C)c(=O)[nH]c21	7	1.2	5	109	-1	4	0	110	-1
COc1ccc(/C=C/C(=O)N2CCN(c3ccccn3)CC2)c(OC)c1OC	-1	1.5	-2	99	3	-1	0	98	-1
Cc1occc1-c1nnc(SCC(=O)Nc2nc3ccccc3s2)o1	7	-2.7	-2	112	0	7	0	103	3
Cc1ccc(-n2nc(C(=O)c3ccccc3)n3c(=O)c(Cc4ccccc4)nnc23)cc1	8	-0.9	-5	103	11	9	3	105	3
COc1ccc(S(=O)(=O)Nc2ccc(-n3cccc3)cc2)cc1	6	1.1	-4	93	4	5	0	102	-2
Cc1cc(C)nc(SCc2ccc(C(=O)N/N=C3\CC(C)CC(C)(C)C3)cc2)n1 (stereo unspecified)	2	1.1	1	98	0	1	10	98	5
O=C(CO/N=C/c1ccccc1Cl)N1CCCc2ccccc21	2	/	2	95	6	5	3	97	7
Cc1[nH]nc2c1C1(CCN(Cc3ccccc3)CC1)C(C#N)=C(N)O2	39	-1.8	-2	90	17	40*	0	93	-5
O=C(NC1CCCc2ccccc21)C1CCN(c2nnc(-n3cccc3)s2)CC1 (stereo unspecified)	2	-4.0	0	98	-2	6	0	98	8
CCCOc1ccccc1C(=O)NC(CO)C(=O)O (stereo unspecified)	2	-0.8	-3	88	2	5	1	94	17
c1ccc(OCCSc2nc3ccccc3[nH]2)cc1	7	-0.4	0	?	5	-2	0	/	6

Continued:
SMILES	MCL1-BIM inh	MEX-5 binding	Fam108B inh	CIT2 TOR yeast	GLD-1 RNA inh	BCLXL inh	GRK2 aptamer HTS	AGP1-GFP MLPCN	VLA-4 inh
CC1Cc2nc(SCC(=O)NCC3CCCO3)n(-c3ccc(F)cc3)c(=O)c2S1 (stereo unspecified)	-1	-1.8	-2	96	0	64*	1	102	2
O=C(O)CCC(C(=O)O)n1c(O)c(C2=c3ccccc3=NC2=O)sc1=S (stereo unspecified)	18	-0.1	2	92	-5	19	3	94	1
CCOC(=O)Cc1csc(N/N=C/c2ccccc2)n1	4	3.9	0	87	5	-2	3	92	2
COc1ccc(C)cc1NC(=O)CCNS(=O)(=O)c1cccc2nonc12	3	2.8	9	94	1	8	4	103	8
CC(/C=C/c1ccc2c(c1)OCO2)=N/NC(=O)CNc1ccc(C)cc1	-7	-0.2	-1	94	7	-7	0	98	3
Cc1ccc(C)c(NC(=O)COC(=O)c2nc(Cl)ccc2Cl)c1	-3	/	/	85	4	2	0	97	12
O=C(CSc1nnnn1-c1cccc2c1CCCC2)NC1CCCC1	7	-0.8	-1	100	1	5	1	104	-1
CCC(C)n1c(SC(C)C#N)nc2ccccc2c1=O (stereo unspecified)	5	-0.7	4	102	6	3	0	99	1
Cc1ccc(C(=O)NCc2ccc3c(c2)OCO3)cc1N1CCCC1=O	7	1.7	2	124	1	4	1	110	7
CC(=O)Nc1ccc(S(=O)(=O)NCCSCc2cccc(Cl)c2)cc1	8	-1.1	1	97	5	5	3	97	0
CC1=NN(Cc2cc(C(C)(C)C)c(O)c(C(C)(C)C)c2)C(=O)C1	11	2.1	0	101	-2	2	3	97	8
O=C(Nc1ccc(-c2cn3ccccc3n2)cc1)c1cccs1	-6	-2.6	0	111	2	-33	/	110	26
COc1cccc(-c2nc3ccc(O)cc3c(=O)o2)c1	5	1.9	-1	108	-2	0	1	85	3
O=C(CN(c1ccccn1)S(=O)(=O)c1ccccc1)N/N=C/c1cccc([N+](=O)[O-])c1	-27	0.3	11	99	2	-10	0	105	-7
CCOc1ccc(NC(C)C(=O)N/N=C/c2ccc([N+](=O)[O-])cc2)cc1 (stereo unspecified)	4	-1.9	4	101	-2	1	1	100	7
O=C(NCCN1CCN(c2ccccc2)CC1)Nc1cccc(Cl)c1	-12	-0.8	-5	108	-7	-5	0	112	11
Cc1ccc(NC(=O)c2cc(=O)c3ccccc3o2)cc1	12	-0.3	2	94	3	8	0	90	-28
NC1=NCC(O)=C1c1nc2ccccc2[nH]1	-4	-14	1	97	1	1	0	108	12
COc1ccc(N2CCN(C(=O)c3cc([N+](=O)[O-])ccc3N3CCN(CCO)CC3)CC2)cc1	-5	0.6	-2	98	-4	-4	0	104	-16
COc1cc(C(=O)NCC(c2cccnc2)N2CCN(c3ccc(F)cc3)CC2)cc(OC)c1OC (stereo unspecified)	11	1.0	-1	107	6	5	2	102	1
C[C@H]1CCC[C@]2(O[C@@H](CCO)C[C@H](O)[C@H]2O)O1	-4	-0.2	5	89	4	1	3	84	20
COCCn1c(N)c(N(Cc2ccccc2)C(=O)Cc2c(Cl)cccc2Cl)c(=O)[nH]c1=O	4	/	3	94	-3	1	3	108	3
Cc1ccc(-c2cc(C(=O)Nc3ccc(S(=O)(=O)Nc4nc(C)cc(C)n4)cc3)c3ccccc3n2)cc1	0	0.4	-9	99	7	7	2	103	-1
Cc1cc([N+](=O)[O-])c(-c2ccc(/C=N/n3cnnc3)o2)cc1Cl	13	/	7	99	6	10	0	89	1
COc1ccc(C(=S)N2CCOCC2)cc1OS(=O)(=O)c1ccccc1[N+](=O)[O-]	10	-0.8	3	106	0	10	0	105	6

Remaining list, next part
SMILES	MCL1-BIM inh	MEX-5 binding	Fam108B inh	CIT2 TOR yeast	GLD-1 RNA inh	BCLXL inh	GRK2 aptamer HTS	AGP1-GFP MLPCN	VLA-4 inh
Cc1cc(NC(=O)CCC(=O)N(Cc2cccs2)C(C)(C)C(=O)NC2CCCCC2)no1	-1	-0.8	0	108	-2	5	1	109	-2
Cc1cc(/C(O)=C2\C(=O)C(=O)N(CCN(C)C)C2c2ccncc2)ccc1OCc1ccccc1 (stereo unspecified)	3	-0.2	-3	82	-6	1	0	116	21
Cn1ncc2c(NNC(=O)c3ccccc3Cl)ncnc21	4	-10	-1	/	5	-1	2	/	13
Cc1cc(C)nc(NC2=NCC(=O)N2CCc2c[nH]c3ccccc23)n1	-7	0.4	4	97	-5	3	0	101	-6
O=C(CNS(=O)(=O)c1ccccc1)NCC(=O)OCc1ccc(C(=O)c2ccccc2)cc1	5	1.6	2	91	2	3	1	97	-7
CCn1ncc([N+](=O)[O-])c1C(=O)Nc1c(C)cccc1C	/	2.0	/	102	/	/	0	109	7
CC(C)C(NC(=O)c1ccc(F)cc1)C(=O)N1CCC1 (stereo unspecified)	3	/	/	99	4	1	0	102	9
CCOC(=O)c1c(C)[nH]c(C(=O)COC(=O)c2ccc(O)cc2O)c1C	-3	/	-15	92	-5	-6	8	97	-22
Cc1ccc(-c2nnc(NC3CCCCC3)c3ccccc23)cc1S(=O)(=O)N1CCN(C)CC1	0	0.1	-2	81	-5	2	0	82	-15
O=C(Nc1ccc(F)cc1)Nc1ccc(N2CCOCC2)c2nonc12	6	-3.8	-3	100	6	4	0	98	14
COc1cc(CCCN2C(=O)C(=O)NC[C@@H]2CC2CCCCC2)cc(OC)c1OC	-4	0.2	2	90	-3	4	2	79	20
Cc1ccc(NC(=O)c2ccccc2Cl)cc1-n1cnnn1	-6	0.8	1	102	3	-3	7	102	18
CNC(=S)/N=C(\Nc1ccc(C)cc1)c1ccccc1	7	-1.1	1	98	2	7	0	102	-4
CC(C)COP(=O)(OCC(C)C)C(Nc1ccccc1)c1ccc2c(c1)OCO2 (stereo unspecified)	0	-1.6	7	100	11	4	1	98	16
CC(C)C[C@@]12C(=O)N(c3cccc(Cl)c3)C(=O)N1[C@H](c1ccc(Cl)cc1)[C@@H]1C(=O)N(C3CCCCC3)C(=O)[C@@H]12	-5	1.2	-3	71	-6	-5	0	83	16
COc1cc2nc(NCC3CCCO3)n3nc(-c4cccnc4)nc3c2cc1OC (stereo unspecified)	5	0.7	3	101	5	-1	3	94	6
O=C1/C(=C/c2cccnc2)Oc2cc(OS(=O)(=O)c3ccccc3)ccc21	13	0.5	-7	76	5	10	2	85	-17
O=C(NCCN1CCCCC1)c1cccc2c1C(=O)c1ccc(N3CCCC3)cc1S2(=O)=O	/	/	/	97	14	/	0	94	-388
COc1ccc(CCNC(=O)C(NS(=O)(=O)c2ccc3c(c2)CCN3C(C)=O)C(C)C)cc1OC (stereo unspecified)	1	0.7	-1	97	4	6	4	98	-4
O=C(CCc1nc(-c2ccc(Cl)cc2)no1)NC1CCCCC1	5	-1.1	1	/	0	9	0	88	13
OC(COCc1ccc(Cl)cc1)CN1CCN(c2ccccn2)CC1 (stereo unspecified)	2	-4.0	-1	/	-1	0	0	/	28
O=C(NCC1CCCO1)C1CC(=O)N(c2cccc(Cl)c2)C1 (stereo unspecified)	0	0.4	7	103	-6	0	0	99	6
Cc1cc(Cl)ccc1OCC(=O)NNC(=O)c1cccs1	8	-2.5	3	96	10	2	2	93	-9
CN(c1ccccc1)S(=O)(=O)c1ccc2ccccc2c1	5	1.6	0	92	9	5	2	96	4
COc1ccc(NC(=O)CSc2ncc(-c3ccc(F)cc3)n2Cc2ccco2)cc1	2	-2.3	-3	96	6	5	2	105	1

BCLXL inh: what is marked active above.
structure	MCL1-BIM inh	MEX-5 binding	CIT2 TOR yeast	GLD-1 RNA inh	BCLXL inh	GRK2 aptamer HTS	AGP1-GFP MLPCN	VLA-4 inh
Cc1[nH]nc2c1C1(CCN(Cc3ccccc3)CC1)C(C#N)=C(N)O2	39	-1.8	90	17	40*	0	93	-5
CC1Cc2nc(SCC(=O)NCC3CCCO3)n(-c3ccc(F)cc3)c(=O)c2S1 (stereo unspecified)	-1	-1.8	96	0	64*	1	102	2
